TNF necrop inh = inhibitors of TNF-alpha triggered necroptosis, primary screen, cell-based, Jurkat FADD-/-, single concentration; 0.068% of 220,000 active; Jurkat FADD-/- TNF necroptosis rescue, ATP luminescence, 24 h; 0 = TNF only, 100 = no-TNF cells; activation (protection from cell death), % at 10 µM; AID 463075, 2010;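 active means activation, meaning protection from cell death, of at least 50% relative to plate controls; inactive means activation below 50%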;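 further: necroptosis triggered by 40 ng/mL TNF-alpha added together with compound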
TRPML3 agonist = human TRPML3 channel agonists, primary screen, cell-based, HEK293 TRPML3-YFP, Fluo-8 calcium fluorescence, 3 µM. Mucolipin-3 (Homo sapiens), Q8TDD5. 100% = the carbachol control signal. activation, % at 3 µM. 0.29% of 220,000 active. AID 1448, 2008;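 active means activation above its plate's cutoff, the mean activation of the plate's test wells plus 3 SD, cut at about 12% in these data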;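 further: 0% = DMSO only wells and 100% = carbachol wells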
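system = HEK293 cells stably carrying human TRPML3-YFP | doses = one concentration, 3 µM nominal, 0.3% DMSO | timing = dye loading 1 h 37 °C then 30 min ambient, 125 s read | detection = Fluo-8 calcium dye fluorescence, ex 470-495, em 515-575 nm | benchmarks = high control carbachol 87 µM, low control DMSO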
zfTRPN1 agonist = zebrafish TRPN1 channel agonists, primary screen, cell-based, HEK293, calcium fluorescence | transient receptor potential cation channel N1 (TRPN1/NompC), Danio rerio | HEK293 zebrafish TRPN1-YFP, Fluo-8 calcium fluorescence; 100% = response to 87 µM carbachol | activation, % at 3 µM | 0.18% of 220,000 active;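 active means activation above its plate's cutoff, the mean activation of test wells on that plate plus 3 SD, cut at about 19% in these data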;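 further: 0% = DMSO alone and 100% = 87 µM carbachol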
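Assay system: Zebrafish TRPN1-YFP in HEK293 cells | Incubation: Dye loading 1 h at 37 °C, then 30 min room temperature | Measured by: Kinetic Fluo-8 fluorescence, ex 470-495, em 515-575 nm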
Wee1 degr inh = Wee1 degradation inhibitors, primary screen, cell-based, HeLa, Wee1K328M-luciferase, luminescence | Wee1-like protein kinase (Homo sapiens), P30291 | HeLa Luc-Wee1K328M stability; 100% = proteasome inhibitor MG132 effect | reporter increase, % at 5 µM | 1.2% of 220,000 active;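 active means activation above the mean of all tested compounds plus 3 SD, set per screening run, cut at about 8.8% in these data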;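 further: cells exposed to compound for 20 h before luminescence read; 0% = DMSO alone and 100% = MG132 at 30 µM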
Target sequence (P30291 whole entry K328M): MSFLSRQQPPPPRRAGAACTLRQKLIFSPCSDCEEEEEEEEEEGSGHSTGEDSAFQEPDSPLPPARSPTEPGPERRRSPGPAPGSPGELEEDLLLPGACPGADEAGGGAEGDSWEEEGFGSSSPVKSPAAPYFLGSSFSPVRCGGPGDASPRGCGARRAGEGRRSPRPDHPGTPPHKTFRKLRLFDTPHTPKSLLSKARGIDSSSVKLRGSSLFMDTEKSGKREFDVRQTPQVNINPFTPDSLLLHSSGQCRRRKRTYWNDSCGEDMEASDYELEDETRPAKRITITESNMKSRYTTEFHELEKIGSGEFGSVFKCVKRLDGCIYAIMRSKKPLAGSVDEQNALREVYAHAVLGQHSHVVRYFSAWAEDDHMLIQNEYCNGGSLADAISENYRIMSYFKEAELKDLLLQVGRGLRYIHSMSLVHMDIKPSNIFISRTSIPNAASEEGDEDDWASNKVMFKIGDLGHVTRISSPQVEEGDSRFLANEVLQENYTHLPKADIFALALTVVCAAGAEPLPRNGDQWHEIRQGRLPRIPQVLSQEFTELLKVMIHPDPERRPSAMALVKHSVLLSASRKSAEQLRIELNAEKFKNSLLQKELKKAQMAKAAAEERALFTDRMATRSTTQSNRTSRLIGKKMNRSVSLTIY
CHOP inhibitor = inhibitors of CHOP promoter induction, primary screen, cell-based, unfolded protein response, luciferase reporter; CHO-K1 CHOP-promoter luciferase, tunicamycin-induced, 15-18 h; inhibition, % at 10 µM; 3.8% of 220,000 active; AID 2732, 2010;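 active means compounds that reduced the stress-induced luciferase reporter signal by more than about 70% of percent inhibition, limit read from the data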;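 further: 0% = tunicamycin plus vehicle and 100% = wells without tunicamycin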
PPC-1+TRAIL kill = compounds killing PPC-1 cancer cells with TRAIL present, primary screen, TRAIL potentiator project, ATPLite luminescence, uHTS; AID 1443, 2008; PPC-1 cells + TRAIL, ATPLite viability luminescence; cell killing (% activity), % at 4 µM; 0.41% of 220,000 active;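 active means cell killing above 50% in the first pass at 4 µM, then a duplicate retest at 5 µM averaging 50% or more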;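 further: plate controls were cells with TRAIL plus DMSO for no effect and medium-only wells lacking cells for full effect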
BaF3 parental = parental Ba/F3 cell viability inhibition, counter-screen for JAK2V617F inhibitor project, murine pro-B, CellTiter-Glo luminescence; CellTiter-Glo ATP luminescence; inhibition, % at 5.6 µM; 1.1% of 220,000 active; AID 1486, 2009;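 active means inhibition above a per-campaign cutoff, the mean inhibition of all tested compounds plus 3 SD, cut at about 27% in these data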;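 further: 0% = DMSO wells and 100% = JAK Inhibitor I control wells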
RBBP9 inhibitor = human RBBP9 inhibitors, primary screen, biochemical, fluorescence polarization, FP-Rh probe, HTS; AID 1515, 2009; Serine hydrolase RBBP9 (Homo sapiens), O75884; inhibition, % at 7.94 µM; recombinant RBBP9; 0.2% of 220,000 active;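 active means inhibition above the campaign mean of all tested compounds plus 3 SD, cut at about 14% in these data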;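 further: plate controls were DMSO wells with RBBP9 for no effect and wells lacking RBBP9 protein for full effect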
Target sequence (O75884 whole entry, looked up): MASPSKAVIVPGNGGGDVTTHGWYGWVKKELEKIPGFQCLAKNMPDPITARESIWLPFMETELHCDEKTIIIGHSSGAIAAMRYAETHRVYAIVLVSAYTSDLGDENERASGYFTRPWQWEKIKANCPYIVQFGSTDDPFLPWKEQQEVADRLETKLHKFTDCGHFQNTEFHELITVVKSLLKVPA
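System: RBBP9 protein | Quantity: 2.5 µM RBBP9 dispensing solution, before mixing | Reagent: FP-Rh probe, 375 nM dispensing solution | Timing: Enzyme-compound preincubation 30 min, then probe labeling 45 min, 25 °C | Measured by: Fluorescence polarization | Read-out: % inhibition | Replication: One well per compound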
Ba/F3 V617F tox = reduced viability of JAK2V617F-dependent Ba/F3 cells, primary screen, JAK2V617F inhibitor project, cell-based, Ba/F3 EpoR-JAK2V617F, luminescence. inhibition, % at 5.6 µM. 1.1% of 220,000 active. AID 1446, 2008. ATP luminescence;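 active means inhibition above the campaign mean plus 3 SD over all tested compounds, cut at about 24% in these data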;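 further: cytokine-independent growth of Ba/F3 cells driven by EpoR plus mutant JAK2; 0% = DMSO-treated cells and 100% = JAK inhibitor I control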
* = called active by the depositor; . = not tested or not shown; [ ] = another dose, or the depositor's remark.

Every second line gives: TNF necrop inh | TRPML3 agonist | zfTRPN1 agonist | Wee1 degr inh | CHOP inhibitor | PPC-1+TRAIL kill | BaF3 parental | RBBP9 inhibitor | Ba/F3 V617F tox
> CN(C)C(=S)NC(=O)C12CC3(C)CC(C)(CC(C)(C3)C1)C2
 : 0.6 | -0.1 | 0.3 | 10.9* | -6.1 | -10.4 | -3.3 | -3.6 | -0.4
> CCc1cccc(CC)c1-n1c(-c2cccnc2)n[nH]c1=S
 : -1.1 | 0.2 | 0.1 | 1.0 | -0.1 | 9.9 | 3.9 | -0.7 | 0.7
> CC1(C(=O)NNC(=O)C2CCCCC2)CC1(Cl)Cl (stereo not given)
 : 1.2 | 1.0 | 0.0 | 0.1 | -1.3 | -15.2 | -1.2 | 0.2 | -2.8
> COc1ccc(OC)c(C2=NOC(C(=O)NCc3ccco3)C2)c1 (stereo not given)
 : -5.1 | 0.2 | 0.2 | 1.2 | 23.7 | 18.3 | 3.0 | 2.5 | -0.3
> COc1ccc(C(Nc2ccc(S(=O)(=O)NCC3CCCO3)cc2)C(=O)NC(C)(C)C)cc1OC (stereo not given)
 : 1.7 | -0.1 | 0.8 | -0.7 | -11.7 | -1.5 | 7.7 | -1.7 | 1.7
> O=C(CSc1nnc(-c2ccccc2)o1)Nc1ccccc1F
 : -2.7 | -0.3 | -0.6 | -3.2 | 11.4 | 45.4[5 µM] | 31.8* | 1.6 | 26.2*
> Cc1ccc(-c2nnn3c2nc(NCCc2ccc(S(N)(=O)=O)cc2)c2ccccc23)cc1
 : 1.0 | 0.2 | -0.1 | -1.3 | -55.4 | 40.7 | 6.8 | -11.3 | 3.0
> COc1ccc(NC(=O)c2ccccc2[N+](=O)[O-])cc1
 : 1.5 | 0.5 | 0.0 | 2.0 | -8.3 | 2.3 | 5.7 | -0.6 | -2.9
> COc1ccc(Cl)cc1NC(=S)N1CCC(c2ccc(C)cc2)C1 (stereo not given)
 : 1.2 | -0.4 | -1.4 | -1.4 | 7.3 | 3.0 | 2.1 | -7.2 | -2.0
> CS(=O)(=O)NN1C(=O)c2ccccc2NC1c1cccc(O)c1 (stereo not given)
 : 0.3 | -0.1 | -0.6 | 2.3 | 40.6 | -7.3 | 1.3 | 0.2 | -2.2
> CCCCC(CC)C(=O)NCC(C)NC(=O)C(CC)CCCC (stereo not given)
 : 1.5 | 0.3 | -0.1 | -0.1 | 36.4 | 13.4 | 5.6 | -5.1 | -1.5
> C=CCN(C(=O)CCC(=O)Nc1cc(C)on1)C(C(=O)NC1CCCC1)c1cccnc1 (stereo not given)
 : -2.8 | 0.6 | 0.2 | 0.3 | -3.1 | -6.1 | 3.1 | -4.7 | 1.5
> O=C1CCC2S/C(=C/Nc3ccc(C(F)(F)F)cc3)C(=O)N12 (stereo not given)
 : 1.6 | 0.2 | -0.2 | 2.4 | 94.9* | 30.2 | 7.2 | -0.3 | -1.7
> CC(C)(C)c1ccc(OCC(=O)NNC(=O)C2CCCO2)cc1 (stereo not given)
 : 0.3 | 0.9 | 2.2 | -2.8 | 7.9 | . | 4.7 | -13.4 | 1.8
> CCCCn1c2c(c(=O)n(C)c1=O)C(CC(=O)OCC(=O)Nc1cccc(C(F)(F)F)c1)C(=O)N2 (stereo not given)
 : 0.3 | -0.1 | -1.2 | 1.4 | 15.2 | 6.7 | -0.4 | -6.7 | -4.0
> Cc1nn(-c2ccccc2)c2c1C(c1ccc(F)cc1F)C(C#N)=C(N)O2 (stereo not given)
 : -1.2 | 0.7 | 0.5 | 3.5 | 99.5* | 3.2 | -2.3 | -4.8 | -2.5
> CN(Cc1ccccc1)c1ccc(S(=O)(=O)N2CCC(C(=O)O)CC2)cc1[N+](=O)[O-]
 : -0.3 | 0.7 | 1.0 | -1.9 | -5.0 | -5.4 | 0.9 | -2.0 | 3.3
> COC(=O)[C@@]1(Cc2ccc(OC)cc2)[C@@H]2C(=CC(=O)[C@H]2CC(=O)C(=O)N2CCCC2)CN1C(=O)c1ccccc1
 : -14.8 | 0.0 | 1.5 | -3.6 | 0.2 | 3.3 | 1.3 | -6.3 | -0.1
> N#CC1=C(N)OC2=C(C(=O)CCC2)C1c1ccsc1 (stereo not given)
 : -0.6 | 0.0 | 0.5 | -1.2 | 16.1 | 11.0 | 1.9 | -9.1 | 2.8
> Cc1cc(C)cc(NC(=O)C(=O)NCCc2c[nH]c3ccccc23)c1
 : 1.9 | -0.3 | -0.8 | 1.6 | -6.0 | -13.1 | -2.4 | -1.5 | -3.5
> Cc1ccc(C(=O)N2CCN(c3ccc(NC(=S)NC(=O)Cc4ccccc4)cc3)CC2)cc1
 : -11.1 | -0.5 | -2.0 | 1.7 | 74.0* | 13.7 | 5.5 | -0.8 | 1.5
> COc1ccccc1NC(=S)N1CCN(C/C=C/c2ccccc2)CC1
 : 3.0 | -0.2 | 0.3 | -1.4 | -5.9 | 10.2 | -0.9 | -2.9 | -3.4
> Cc1ccccc1NC(=O)N1CCN(S(=O)(=O)c2ccccc2)CC1
 : 0.5 | 1.9 | -1.1 | 2.6 | 15.2 | -2.0 | 7.2 | -8.3 | 0.4
> C#CCn1c(-c2cccs2)nc2ccccc21
 : 0.7 | -0.3 | -0.9 | -0.3 | 27.0 | . | -2.0 | -6.2 | -1.1
> CCOc1ccccc1NS(=O)(=O)c1c(C)noc1C
 : 0.2 | 0.3 | 0.3 | -2.5 | 13.4 | 2.8 | 0.7 | -4.8 | -4.5
> CC1CCCCN1C(=O)CSc1nc(C2CC2)nc2c1cnn2-c1ccccc1 (stereo not given)
 : 0.2 | 0.4 | -0.4 | -1.2 | 19.0 | 0.3 | 3.1 | -4.9 | 1.6
> Cc1ccc(CNC(=O)c2cc3c(=O)n4ccccc4nc3n(CC3CCCO3)c2=N)cc1 (stereo not given)
 : -0.2 | 0.2 | -0.5 | 2.5 | -28.0 | 6.1 | 5.9 | -1.5 | -0.2
> O=C(Oc1ccc(NC(=O)c2cc3c(cc2Br)OCO3)cc1)c1ccccc1
 : -0.9 | 0.5 | -0.1 | 0.7 | 24.6 | -0.9 | 3.0 | -4.5 | -2.9
> COc1ccc(CCN2C(=O)CC(N3CCOCC3)C2=O)cc1OC (stereo not given)
 : -1.4 | 0.8 | 1.0 | 0.7 | -11.5 | 11.5 | 3.5 | -0.2 | 0.3
> O=C(NC(Cc1ccccc1)C(=O)O)C1CCCCC1 (stereo not given)
 : 1.4 | 0.7 | -1.0 | -3.8 | -12.2 | 1.9 | 2.0 | -4.2 | -0.8

Carrying on.
Molecule | TNF necrop inh | TRPML3 agonist | zfTRPN1 agonist | Wee1 degr inh | CHOP inhibitor | PPC-1+TRAIL kill | BaF3 parental | RBBP9 inhibitor | Ba/F3 V617F tox
CCOc1c(Br)cc(CNc2ccc3c(c2)OCCO3)cc1OC | -18.3 | -0.5 | -0.5 | 5.8 | 1.3 | -30.7 | 77.1* | 0.4 | 80.1*
CC(C)Cc1c(O)nc(SCC(=O)Nc2ccc3c(c2)CCC3)[nH]c1=O | -1.1 | 0.4 | 0.4 | -1.4 | 28.9 | 10.4 | 4.8 | 0.9 | 3.4
CCOc1ccc(OCC)c(-c2c(=O)n(OCc3ccccc3C(=O)OC)c3ccccc3[n+]2[O-])c1 | -5.1 | -0.3 | -1.9 | -2.5 | 14.2 | 20.5 | 2.0 | -1.7 | -2.4
CC12C(=O)N(CCC(=O)O)C(=O)C1C1C=CC2C1 (stereo not given) | -1.1 | 1.4 | 2.4 | 5.7 | 52.0 | 29.4 | 6.6 | 2.3 | 2.2
O=C(CSc1nc2ccccc2o1)c1cc2ccccc2oc1=O | -0.9 | 0.5 | 1.3 | 2.1 | -2.1 | 15.0 | 5.8 | -11.8 | 5.1
CNC(=O)COC(=O)/C=C/c1cn(-c2ccccc2)nc1-c1ccc2c(c1)OCCO2 | 5.3 | 0.6 | -0.8 | -2.4 | 12.2 | 11.6 | 0.6 | -20.6 | 1.7
C=CCn1c(COc2cc(C)ccc2C(C)C)nnc1SCC(=O)c1c(N)n(C)c(=O)n(C)c1=O | 1.1 | -0.8 | -0.6 | 1.5 | 40.4 | 28.7 | 2.6 | 0.3 | -3.3
O=C(Cc1ccc(S(=O)(=O)N2CCCC2)s1)N1CCOCC1 | 0.3 | 0.4 | 2.6 | 1.3 | 29.1 | -4.5 | 4.2 | -1.5 | -0.1
CCN1CCN(C(c2cccc(OC)c2OC)c2nnnn2Cc2ccco2)CC1 (stereo not given) | 0.5 | -0.6 | 2.7 | -4.4 | 7.9 | . | 5.8 | -5.6 | -1.4
CC(C)Cn1c(N)c(C(=O)COC(=O)c2cnc(Cl)c(Cl)c2)c(=O)n(C)c1=O | -0.4 | 3.4 | 6.8 | 2.6 | 30.4 | 25.0 | 5.7 | -2.6 | 1.0

Of the compounds above, these have a Cl atom.
Molecule | TNF necrop inh | TRPML3 agonist | zfTRPN1 agonist | Wee1 degr inh | CHOP inhibitor | PPC-1+TRAIL kill | BaF3 parental | RBBP9 inhibitor | Ba/F3 V617F tox
CC1(C(=O)NNC(=O)C2CCCCC2)CC1(Cl)Cl (stereo not given) | 1.2 | 1.0 | 0.0 | 0.1 | -1.3 | -15.2 | -1.2 | 0.2 | -2.8
COc1ccc(Cl)cc1NC(=S)N1CCC(c2ccc(C)cc2)C1 (stereo not given) | 1.2 | -0.4 | -1.4 | -1.4 | 7.3 | 3.0 | 2.1 | -7.2 | -2.0
CC(C)Cn1c(N)c(C(=O)COC(=O)c2cnc(Cl)c(Cl)c2)c(=O)n(C)c1=O | -0.4 | 3.4 | 6.8 | 2.6 | 30.4 | 25.0 | 5.7 | -2.6 | 1.0

Screens (PubChem)
